Screening data from PubChem.
Myeloid diff 2 – induction of myeloid progenitor differentiation, primary screen, cell-based, flow cytometry, MLPCN library; ER-HoxA9 myeloid progenitors, lysozyme-GFP differentiation; calls only at 10 µM; 1% of 360,000 active;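 active means normalized GFP-positive differentiation at or above the plate's own cutoff, the solvent-only control mean plus 3 SD; inconclusive means no clear call, values can overlap the other calls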;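 further: cells exposed to compound for four days before flow analysis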
Rac1 GTP hydrolysis – MgcRacGAP GTPase-activating activity inhibitors, confirmation, biochemical, ADP Hunter fluorescence | 0.6% of 340,000 active | MgcRacGAP-stimulated Rac1 GTP hydrolysis, ADP Hunter fluorescence; higher % means a stronger effect; GST-tagged Rac1 F28L mutant substrate | inhibition, % at 30 µM; hits with a dose series show IC50 in µM;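 active means first-screen hits whose inhibition reached a set limit at any dose in the follow-up dose series; inconclusive means inhibition above the set first-screen limit but never retested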;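 further: fluorescence reports GDP produced by GAP-driven GTP hydrolysis; strong numbers were not always called active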
Myeloid diff 2 GFP+ MAC1+ % – further read-out of Myeloid diff 2, marked with its call; GFP+ MAC1+ double positive, %; measured here: differentiation confirmed by MAC1 staining
* hit, by the source's call; i = inactive; ? = inconclusive; . = no result given; + = active, no number.

Below each compound: Myeloid diff 2 GFP+ MAC1+ %, Myeloid diff 2, Rac1 GTP hydrolysis
- CC(NNC(=S)N1CCN(c2ccccn2)CC1)c1nccc2ccccc12 (stereo unspecified)
→ ., ?, -12%
- CN(CC(=O)C(C(N)=O)c1ccccc1)c1ccccc1 (stereo unspecified)
→ 0.0, i, 0%
- Cc1noc(C)c1S(=O)(=O)N(C)C[C@H]1OCCCC[C@H](C)Oc2ccc(NC(=O)CCCN(C)C)cc2C(=O)N([C@H](C)CO)C[C@@H]1C
→ 1.1, i, 17%
- CC(=O)Oc1ccc2ccc3ccc(C(C)=O)cc3c2c1
→ 0.7, i, 11%
- NS(=O)(=O)c1ccc(NCc2cnc3ccccc3c2)cc1
→ 0.3, i, 7%
- O=C(Nc1ccccc1)OCC1COC(c2ccccc2)(c2ccccc2)O1 (stereo unspecified)
→ 0.8, i, 6%
- O=CN(Cc1nc2ccccc2[nH]1)c1ccc(C(=O)O)cc1
→ 1.0, i, 1%
- Cc1ccc(NC2CCCN(C(=O)c3nonc3C)C2)cc1C (stereo unspecified)
→ 0.6, i, 11%
- Cc1cccc(NC(=O)CSCC(=O)Nc2ccc(N3CCOCC3)cc2N2CCOCC2)c1
→ 0.6, i, 18%
- O=C(COC(=O)c1ccc(F)cc1F)Nc1cccc(S(=O)(=O)N2CCOCC2)c1
→ 0.6, i, 3%
- O=C1NC(=O)C(c2ccccc2)(C2CCCC2)N1 (stereo unspecified)
→ 0.1, i, 6%
- O=c1ccn([C@@H]2O[C@H](CNS(=O)(=O)C3CC3)[C@@H](O)[C@H]2O)c(=O)[nH]1
→ 1.1, i, -7%
- c1ccc(COc2ncnc3c2ncn3CCCNCC(c2ccccc2)c2ccccc2)cc1
→ 0.3, i, 15%
- O=C(COC(=O)Cn1cc(C(F)(F)F)ccc1=O)Nc1ccc(Br)cc1F
→ 0.4, i, -2%
- COc1cc(NC(=O)CCc2c(C)noc2C)c(C(=O)O)cc1OC
→ 0.7, i, 2%
- COc1ccc(CN(C)CCCn2ccc(N)nc2=O)cc1OC
→ 0.6, i, 20%
- COc1cccc(NC(=O)Nc2ccc(F)cc2)c1
→ 0.5, i, 7%
- CC(=O)c1c(C)[nH]c(C(=O)OCC(=O)N(CC(C)C)C2CCS(=O)(=O)C2)c1C (stereo unspecified)
→ 0.5, i, 7%
- C[C@H](CO)N1C[C@H](C)[C@@H](CN(C)S(=O)(=O)c2ccc3c(c2)OCCCO3)OCc2cn(nn2)CCCC1=O
→ 0.4, i, 9%
- COc1ccc(Cc2ccccc2C(=O)O)cc1
→ 1.1, i, -5%
- CC(NC(=O)c1ccccc1)C(=O)NC1CCCc2ccccc21 (stereo unspecified)
→ 1.2, i, 2%
- O=c1[nH]c(=O)c2[nH]c(=S)n(-c3ccccc3)c2[nH]1
→ 0.9, i, 30%
- CC1CCC(NC(=O)c2ccc(Br)o2)CC1 (stereo unspecified)
→ 0.9, i, 14%
- c1ccc(CSc2ncnc3c2ncn3C2CCCCO2)cc1 (stereo unspecified)
→ 0.2, i, -3%
- COc1ccc(NC(=O)COC(=O)c2c(C)noc2C)cc1Cl
→ 1.7, i, 2%
- O=C(Nc1cccc(S(=O)(=O)N2CCCCC2)c1)[C@@H]1CCCN1S(=O)(=O)c1ccccc1C(F)(F)F
→ 1.2, i, 9%
- CN(C(=O)c1cccc(NC(=O)Cc2cccc(NC(=O)C3CCN(C(=O)CCc4ccccc4)CC3)c2)c1)C1CC1
→ 1.1, i, 8%
- CC(C)N1CC(C(=O)Nc2ccc(Cl)cc2Cl)CC1=O (stereo unspecified)
→ 0.8, i, 13%
- Cc1c(C#N)c2n(c1C)CCCC(=O)N2
→ 0.8, i, 9%
- COc1cccc2c1C(CCCC(=O)O)CCC2 (stereo unspecified)
→ 0.8, i, 6%
- CCCCc1ccc(-c2nn[nH]n2)nc1
→ 1.4, i, 13%
- COc1ccc(OC)c(NC(=O)C2CC(=O)N(Cc3ccco3)C2)c1 (stereo unspecified)
→ 0.6, i, 9%
- CC[C@]12c3[nH]c4cc(CCC(=O)N(C)C)ccc4c3CCN1C(=O)[C@@H](CC(=O)NCCCOC)C[C@@H]2C(=O)N1CCN(C(=O)c2ccco2)CC1
→ 0.5, i, 9%
- C=CC(=O)N1C/C(=C/c2ccc(F)cc2)C(=O)/C(=C\c2ccc(F)cc2)C1
→ ., ?, 13%
- C=CCOc1ccccc1CNn1c(C)n[nH]c1=S
→ 0.7, i, 11%
- CCN1CCN(c2ccc(S(=O)(=O)N3CCOCC3)cc2NC(=O)c2ccc(OCC(C)C)cc2)CC1
→ 0.5, i, 5%
- COc1cc(C(=O)N2Cc3cc4ccccc4nc3C2C)cc(OC)c1OC (stereo unspecified)
→ 0.9, i, 3%
- O=C(CNC(=O)c1cccc(-n2cccc2)c1)Nc1ccccc1Br
→ 0.5, i, -6%
- COCCN(C(=O)CSc1nnc(-c2ccccc2F)o1)c1c(N)n(Cc2ccccc2)c(=O)[nH]c1=O
→ 0.4, i, 9%
- COCCCC1CCN(C(=O)C2CCC(=O)N(CCCc3ccccc3)C2)CC1 (stereo unspecified)
→ 0.2, i, 8%
- NS(=O)(=O)c1ccc(N2N=C(c3ccccc3)CC2c2cccc(Cl)c2)cc1 (stereo unspecified)
→ 1.6, i, 0%
- O=C(c1ccncc1)N1CCN(c2cc(-c3ccccc3)nc3cc(-c4cccc(Cl)c4)nn23)CC1
→ 0.3, i, 13%
- O=C(COC(=O)c1ccc(-n2cnnn2)cc1)c1ccc(Br)cc1
→ 0.7, i, 1%
- COc1ccc(C(CNC(=O)c2ccc(C)c(S(=O)(=O)N3CCCCC3)c2)N2CCCC2)cc1 (stereo unspecified)
→ 0.5, i, 5%
- Nc1ccn([C@@H]2O[C@H](CNS(=O)(=O)c3cc4ccccc4s3)[C@@H](O)[C@H]2O)c(=O)n1
→ 0.5, i, 18%
- CC(C)CC1C(=O)N(Cc2cn(CCC3OCCO3)nn2)CCS(=O)(=O)N1Cc1ccc(-c2ccccc2)cc1 (stereo unspecified)
→ 0.8, i, 13%
- COc1ccc2c(c1)Cc1cc(NC(=O)c3ccccc3-c3ccccc3C(=O)O)ccc1-2
→ 0.7, i, 6%
- CCOC(=O)c1c(-c2ccccc2)csc1NC(=O)/C(C#N)=C\c1ccc(O)c(OC)c1
→ 28*, +, 10%
- O=C(COC(=O)c1ccc(O)cc1O)NC(=O)Cc1ccccc1
→ 1.3, i, 11%
- O=C(NCc1ccccc1)c1ccc(CS(=O)Cc2cccc(Cl)c2)o1 (stereo unspecified)
→ 1.3, i, 19%
- Cn1cccc1CN1CCC[C@]2(N[C@H](c3ccccc3)[C@@H]3C(=O)N(Cc4ccccc4)C(=O)[C@@H]32)C1=O
→ 0.4, i, 12%
- C[C@@H]1CN([C@H](C)CO)C(=O)c2cc(Br)cnc2O[C@H]1CN(C)Cc1ccccc1
→ 0.0, i, 7%
- CCC(=O)N(c1nnc(SCC(=O)Nc2sccc2C(N)=O)s1)C1CC1
→ 0.7, i, 4%
- CCc1cc2c(SCC(=O)N3CCN(C(=O)c4cccs4)CC3)ncnc2s1
→ 1.4, i, 17%
- CCN(CC(=O)Nc1c(F)cccc1F)C(=O)CSCc1ccc(C)cc1
→ 0.8, i, 7%
- O=C(O)c1cccc2c1C(=O)c1cc([N+](=O)[O-])ccc1-2
→ 2.2, i, 4%
- CN(C)c1ccc(C=C2C=C(c3ccccc3)OC2=O)cc1
→ 0.8, i, -4%
- COc1ccc(CCNS(=O)(=O)c2cc3c4c(c2)CCN4C(=O)CC3)cc1OC
→ 0.9, i, 5%
- CCn1c(N)cc(=O)[nH]c1=S
→ 1.2, i, 6%
- O=C1[C@H](Cc2ccccc2)NCC=CC[C@@H](c2ccc(Cl)cc2)N1Cc1ccc(Cl)cc1
→ 1.9, i, 6%

Profiles from above. Screens in order: Myeloid diff 2 GFP+ MAC1+ % | Myeloid diff 2 | Rac1 GTP hydrolysis
`CC[C@]12c3[nH]c4cc(CCC(=O)N(C)C)ccc4c3CCN1C(=O)[C@@H](CC(=O)NCCCOC)C[C@@H]2C(=O)N1CCN(C(=O)c2ccco2)CC1` across the screens: 0.5 | i | 9%
`O=C(COC(=O)c1ccc(-n2cnnn2)cc1)c1ccc(Br)cc1` across the screens: 0.7 | i | 1%
`O=C1[C@H](Cc2ccccc2)NCC=CC[C@@H](c2ccc(Cl)cc2)N1Cc1ccc(Cl)cc1` across the screens: 1.9 | i | 6%
`O=C(O)c1cccc2c1C(=O)c1cc([N+](=O)[O-])ccc1-2` across the screens: 2.2 | i | 4%

An excerpt from above, reduced to Rac1 GTP hydrolysis.
structure	Rac1 GTP hydrolysis
COc1ccc2c(c1)Cc1cc(NC(=O)c3ccccc3-c3ccccc3C(=O)O)ccc1-2	6%
CCOC(=O)c1c(-c2ccccc2)csc1NC(=O)/C(C#N)=C\c1ccc(O)c(OC)c1	10%

Next entries follow.
Below each compound: Myeloid diff 2 GFP+ MAC1+ %, Myeloid diff 2, Rac1 GTP hydrolysis
- O=C(N1CCc2cc(S(=O)(=O)NC[C@H]3O[C@@H](n4ccc(=O)[nH]c4=O)[C@H](O)[C@@H]3O)ccc2C1)C(F)(F)F
→ 0.7, i, 0%
- C[C@@H]1CN([C@@H](C)CO)C(=O)CCCn2nncc2CO[C@@H]1CN(C)C(=O)Nc1ccc(C(C)(C)C)cc1
→ 0.4, i, 15%
- CC(=NNC(=O)c1ccncc1)c1cc(Cl)ccc1Cl
→ 1.1, i, 3%
- COc1ccc(S(=O)(=O)N(C)C[C@@H]2Oc3cc(Br)ccc3S(=O)(=O)N([C@H](C)CO)C[C@@H]2C)cc1
→ 1.2, i, 7%
- Cc1ccc(NC(=O)COC(=O)Cc2c[nH]c3ccccc23)cc1
→ 1.1, i, 19%
- CCOC(=O)C1=C(COC(=O)CNS(=O)(=O)c2ccc(NC(C)=O)cc2)NC(=O)NC1C (stereo unspecified)
→ 1.1, i, 5%
- CCOC(=O)N(C)C[C@@H]1OCc2ccccc2-c2c(n(C)c3ccccc23)C(=O)N([C@H](C)CO)C[C@H]1C
→ 0.4, i, 19%
- C=CCN(c1ccccc1OC)S(=O)(=O)c1cccc(C(=O)OCC(=O)c2c(N)n(C)c(=O)n(C)c2=O)c1
→ 1.2, i, 3%
- O=C(CSc1nnc2ccc(-c3cccnc3)nn12)Nc1cccc(F)c1
→ 0.9, i, 5%
- CC(C)(C)OC(=O)N1CCCC(C(=O)Nc2cccc(C(=O)NC3CC3)c2)C1 (stereo unspecified)
→ 1.1, i, 7%
- COC(=O)[C@H](NCc1ccc(OC)c(B(O)O)c1)C(C)C
→ 0.3, i, 6%
- CCOC(=O)C1Oc2ccccc2C(c2ccc(OC)cc2)=C1C(=O)OC (stereo unspecified)
→ 1.3, i, 4%
- Cc1ccc(S(=O)(=O)N(CC(=O)Nc2cccc([N+](=O)[O-])c2)C(=O)N2CCN(C)CC2)cc1
→ 0.3, i, 7%
- Cn1cccc([N+](=O)[O-])c1=O
→ 0.2, i, 7%
- CCOc1ccc(CCN2C(=O)C(=O)N([C@@H](CC(C)C)CN3CCC[C@@H]3CN3C(=O)C(=O)NC[C@@H]3Cc3ccccc3)C[C@@H]2Cc2ccc(O)cc2)cc1
→ 2.6, i, 14%
- CCN(CC)S(=O)(=O)c1ccc(C(=O)NCC(=O)NCc2ccc3c(c2)OCO3)cc1
→ 0.6, i, -1%
- CC1CCCCC12NC(=O)N(CC(=O)Nc1cccnc1)C2=O (stereo unspecified)
→ 0.4, i, 8%
- COCCn1c(SCC(=O)Nc2ccc(F)cc2F)nc2c(c1=O)SCC2
→ 0.8, i, 1%
- Cc1cc(C)n(-c2ccc(C(=O)OC(C)C(=O)Nc3ccc(C(N)=O)cc3)cc2)n1 (stereo unspecified)
→ 0.9, i, 0%
- O=C(COC(=O)c1cccc(S(=O)(=O)N2CCCC2)c1)Nc1ccc(Cl)cc1
→ 0.4, i, 10%
- CCCNC(=O)C1CC(=O)N(c2ccc(OCc3ccccc3)cc2)C1 (stereo unspecified)
→ 1.2, i, 9%
- CCN(c1ccccc1)S(=O)(=O)c1ccc(C(=O)NC2CCCCC2)cc1
→ 0.6, i, 13%
- COc1ccc(-c2ccc3[nH]c4c(c3c2)CCN2C(=O)[C@@H]([C@H](C)O)[C@@H](N(C)C(=O)Nc3ccccc3)C[C@@H]42)cc1
→ 0.9, i, 9%
- COc1cccc(CNc2nc3ccc(NC(C)=O)cc3s2)c1
→ 0.6, i, 5%
- COc1ccc(CCNC(=O)c2cccc(S(=O)(=O)N3CCCC3)c2)cc1
→ 0.9, i, 4%
- O=C1CN(C(=O)COc2ccc(Cl)c(Cl)c2)c2ccccc2N1
→ 0.4, i, 5%
- Cc1nnc(NS(=O)(=O)c2ccc(N=Nc3ccc(N)nc3N)cc2)s1
→ 0.4, i, 12%
- O=C(Nc1ccc(C(=O)N2CCCC2)cc1)c1ccccc1
→ 0.2, i, 4%
- CCCCCC(=O)N1C[C@H](n2cc(COC(=O)c3ccccc3)nn2)[C@@H](O)C[C@@H]1c1ccccc1
→ 0.8, i, 19%
- CCCCN1C(=O)C(CC(=O)NCc2ccco2)CC(C(=O)N(CC)CC)=C1C (stereo unspecified)
→ 1.7, i, 14%
- Nc1ccc2[nH]c(=S)sc2c1
→ 0.6, i, 30µM*
- COc1ccc(-c2cncnc2N)cc1OC
→ 0.4, i, 6%
- CSc1ccc(/C=C/C(=O)OCC(=O)NC2CCCC2)cc1
→ 1.2, i, 14%

These rows are one share of the data. The share of hits here may be higher or lower than overall.
